HTR5A inv ag: counter-screen for OPRM1-OPRD1 inverse agonists: human HTR5A inverse agonism | hit rate 0.083% among 340,000 | AID 504634 | inhibition, % at 9.3 µM | HTR5A cell line, luminescence | P47898; in the data active = inhibition mostly above about 23%, no sharp cut-off; inactive = mostly below about 18%;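 also: 0% = cells with DMSO and 100% = no-cell wells with DMSO; some compounds called inactive have numbers as strong as hits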
Tat export inh: inhibitors of E. coli Tat protein transport | E. coli MC4100 TorA-mCherry Tat export, fluorescence | inhibition, % at 10 µM | hit rate 0.036% among 340,000;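 active = mean replicate inhibition at least 50% and at least half of replicates individually reaching 50%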;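 also: exported cargo escapes ClpAP degradation while cytoplasmic cargo is degraded and loses fluorescence; 0% = median of neutral control wells and 100% = median of NaSCN control wells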
MOR-DOR ag: agonists of human mu-delta opioid receptor heterodimerization; P35372+P41143; cells, OPRM1-OPRD1 heterodimerization, luminescence; activation, % at 9.3 µM; hit rate 0.3% among 340,000; in the data active = activation above about 18%;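 also: 0% = vehicle-treated cells and 100% = reference agonist; values of inactives mirror those of a sister screen read the other way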
Target sequence (P35372 whole entry, looked up): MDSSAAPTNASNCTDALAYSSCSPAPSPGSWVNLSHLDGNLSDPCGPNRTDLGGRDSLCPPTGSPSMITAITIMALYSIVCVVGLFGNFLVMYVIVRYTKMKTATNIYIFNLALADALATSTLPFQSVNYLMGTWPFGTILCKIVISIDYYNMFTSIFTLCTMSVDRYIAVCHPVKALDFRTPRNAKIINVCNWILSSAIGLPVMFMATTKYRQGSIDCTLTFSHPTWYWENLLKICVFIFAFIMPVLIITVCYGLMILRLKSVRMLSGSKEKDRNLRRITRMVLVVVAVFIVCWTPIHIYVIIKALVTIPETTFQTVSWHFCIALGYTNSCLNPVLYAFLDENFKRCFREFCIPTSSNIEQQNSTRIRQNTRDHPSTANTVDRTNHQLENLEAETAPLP
Target sequence (P41143 whole entry, looked up): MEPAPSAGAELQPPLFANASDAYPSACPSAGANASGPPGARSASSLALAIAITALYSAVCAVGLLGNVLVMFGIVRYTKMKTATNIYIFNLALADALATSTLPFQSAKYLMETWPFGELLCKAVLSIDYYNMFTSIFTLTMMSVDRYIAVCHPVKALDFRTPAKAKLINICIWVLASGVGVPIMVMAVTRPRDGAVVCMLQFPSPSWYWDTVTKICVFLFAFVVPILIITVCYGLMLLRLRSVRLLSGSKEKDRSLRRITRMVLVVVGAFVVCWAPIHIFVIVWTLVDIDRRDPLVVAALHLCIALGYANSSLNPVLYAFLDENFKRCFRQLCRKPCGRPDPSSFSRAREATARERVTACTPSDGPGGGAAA
PfHsp90 set2: reduces growth (ATP signal) of yeast expressing P. falciparum Hsp90; S. cerevisiae expressing PfHsp90, BacTiter-Glo ATP, 48 h; yeast lacking PDR1 and PDR3 efflux regulators; inhibition, % at 9.4 µM; hit rate 0.32% among 310,000;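 active = every replicate shows inhibition above about 80%, whatever the replicate mean, limit read from the data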;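 also: 0% = DMSO neutral controls and 100% = 20 µM radicicol positive controls; yeast relying on Plasmodium falciparum Hsp90 in place of its own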
PKA-R1A act: activators of PKA-R1A complex; P00514+P68181; PKA-R1A dissociation, Cy5-IP20 fluorescence polarization; scaled: DMSO 0%, 113 µM cGMP 100%; activation, % at 11.4 µM; hit rate 0.083% among 340,000; AID 504707;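 active = percent activation above the mean of all tested compounds plus 3 SD, cut at about 19% in these data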;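 also: higher means more PKAc released from R1A so a rise in polarization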
AddAB inh: less growth of phage-infected E. coli with AddAB | E. coli expressing H. pylori AddAB, absorbance growth | inhibition, % at 11.9 µM | hit rate 0.29% among 330,000 | AID 435030; in the data active = inhibition above about 12%;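 also: 0% = vehicle wells of infected cells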
phage Ecoli inh: E. coli growth loss with phage present. growth absorbance. inhibition, % at 11.9 µM. hit rate 0.26% among 360,000. AID 651602; in the data active = inhibition above about 11%
Ecoli viability: counter-screen for AddAB inhibitors: E. coli growth inhibition | E. coli V3065 growth, OD600 absorbance, 18 h | inhibition, % at 11.9 µM | hit rate 0.27% among 330,000 | AID 449728;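 active = inhibition above the campaign's mean inhibition across all tested compounds plus 3 SD, cut at about 9.9% in these data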;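 also: uninfected addAB+ strain grown without phage in ampicillin broth; 0% = DMSO wells and 100% = ciprofloxacin 0.95 µg/ml wells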
Mot1-301 SUMO: inhibitors of SUMOylation pathway: yeast Mot1-301 growth rescue | S. cerevisiae Mot1-301 growth rescue, ATP luminescence, 38.5C; percent above DMSO median, 100 means doubled | growth rescue, % at 18.8 µM | hit rate 1% among 320,000 | AID 2716;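 active = every valid replicate shows activation above 250% relative to neutral control wells; inactive = the rest, any valid replicate at or below 250%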;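 also: OY570 slx delta 5 strain wells were the positive control but not used for scaling; some compounds called inactive have numbers as strong as hits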
PKA-R2B act: activators of human PKA-R2B complex; P22694+P31323; PKA-R2B holoenzyme dissociation, Cy5-IP20 fluorescence polarization; R2B truncated from residue 108, S112A mutant; 0% DMSO only, 100% 113 µM cGMP; activation, % at 11.4 µM; hit rate 0.079% among 340,000;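 active = activation above a cutoff set at the mean over all compounds plus 3 SD, cut at about 18% in these data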;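 also: higher means more holoenzyme dissociation and a rise in polarization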
MOR-DOR inv ag: inverse agonist of human OPRM1-OPRD1 heterodimerization; P35372+P41143; cell-based MOR-DOR heterodimer luminescence, inverse agonism; inhibition, % at 9.3 µM; hit rate 0.21% among 340,000; in the data active = inhibition above about 22%, passing the limit was not always enough;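 also: 0% = cells with DMSO and 100% = wells without cells with DMSO; values of inactives mirror those of a sister screen read the other way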
The depositor's hits bear a star; nt = no result given. Hits appear at their usual frequency. Share with any hit: about 2.2%.

Values in the order: Ecoli viability	HTR5A inv ag	PKA-R2B act	Mot1-301 SUMO	Tat export inh	MOR-DOR inv ag	AddAB inh	MOR-DOR ag	PKA-R1A act	phage Ecoli inh	PfHsp90 set2
CC1(C)CC(NC(=O)Cc2ccccc2[N+](=O)[O-])CC(C)(C)N1
  -2.1	26	-12	-12	-4	5	0.4	-0.9	-5	0.9	-18
Cc1ccccc1NC(=O)C1CCCN1S(=O)(=O)c1ccc2c(c1)n(C)c(=O)c(=O)n2C (stereo not drawn)
  0.9	-27	-2	0	-18	-7	2.3	1.3	6	1.3	1
C/C(N)=C(/C#N)C(=O)COC(=O)C1CSC2(c3ccc(F)cc3)CCC(=O)N12 (stereo not drawn)
  -0.8	-2	0	-13	-5	7	2.4	-1.3	-7	2.4	14
Cc1nn(C)c(C)c1NC(=O)CSc1nc(Cc2ccccc2)nc2c1cnn2-c1ccccc1
  0.3	-9	6	26	2	-6	3.9	1.0	-1	1.1	-44
O=C(CSc1nnnn1C1CCCCC1)N1CCCC1
  1.7	-26	-7	28	-5	16	-1.2	-2.8	4	0.8	-17
CCN(CC)C(=O)c1ccccc1NC(=O)c1ccccc1
  -0.7	2	-1	8	-1	3	1.3	-0.6	-9	2.4	15
NC(=O)CC(NC(=O)Cc1cccc2ccccc12)c1ccc(NC2CCCCC2)c([N+](=O)[O-])c1 (stereo not drawn)
  -1.5	-3	3	18	-3	1	1.9	-0.2	4	0.8	3
COc1ccc(S(=O)(=O)N2CCN(C(=O)Nc3ccccc3OC)CC2)cc1
  -0.5	-3	8	97	-3	11	2.9	-2.0	9	1.2	-12
Cc1ccc(S(=O)(=O)NCCC(=O)N2CCCCCC2)cc1
  -0.1	-17	-6	13	7	7	0.0	-1.4	-9	2.1	-19
O=C(NCCCn1ccnc1)C(=O)NCC1OCCN1S(=O)(=O)c1cc(F)ccc1F (stereo not drawn)
  0.5	23	6	22	2	9	0.9	-1.7	-10	0.0	-3
O=C(NCc1cccs1)Nc1ccc(Cl)cc1
  1.6	14	-3	1	22	3	-0.1	-0.8	-7	0.8	9
Nn1c(SCC(=O)NC(=O)NCc2ccco2)nnc1-c1ccc(OC(F)F)cc1
  -1.8	-27	-1	357	9	17	2.8	-4.1	0	-0.9	14
N#Cc1nn(-c2ccccc2)nc1N1CCCCC1
  0.2	-1	-11	852	1	-8	4.5	1.8	3	2.1	-9
CCOc1ccc(CCNC(=O)C2CCN(S(=O)(=O)N3CCC(C)CC3)CC2)cc1OCC
  -0.9	11	2	-23	8	4	1.6	-0.7	3	1.2	-44
O=C(NCCN1CCCCCC1)c1ccc(CS(=O)(=O)c2ccc(Br)cc2)o1
  -2.1	8	-1	23	-3	-11	3.2	2.2	6	nt	-20
COc1ccccc1OC1OC2COC(c3ccco3)OC2C(O)C1NC(C)=O (stereo not drawn)
  -2.9	10	-12	-15	-4	8	1.5	-1.3	2	2.9	-6
COc1cccc(CN2CCC(C(=O)N3CCN(c4ccccc4F)CC3)CC2)c1
  0.0	28	-6	-2	-3	0	5.9	0.0	3	3.5	-22
Cc1ccc(S(=O)(=O)N2CCCC(C(=O)NCCCN3CCCCC3C)C2)cc1 (stereo not drawn)
  4.2	-2	-7	13	5	5	3.6	-0.8	2	-0.2	nt
CC(C)CNC(=O)c1nc(-c2ccccc2)n(-c2ccccc2)n1
  1.4	5	3	-7	-3	9	2.8	-1.6	1	0.3	-23
CCc1c(C)sc(NC(=O)c2cnn3cccnc23)c1C#N
  2.9	3	-8	0	-16	15	1.1	-2.8	-5	3.8	-26
CCNC(=O)NC(=O)COC(=O)c1cccc(S(=O)(=O)N2CC3(C)CC2CC(C)(C)C3)c1 (stereo not drawn)
  -2.9	-3	-9	-9	18	-54	3.8	8.0	-16	0.2	0
Cc1ccc(C(=O)COc2ccc3ccc(=O)oc3c2)cc1
  -0.9	22	-2	69	3	18	-2.4	-3.5	2	0.5	-11
O=C(COC(=O)/C=C/c1ccc(F)cc1)NCc1ccco1
  1.8	-15	-1	4	-6	13	0.2	-2.6	2	3.4	nt
Cn1ccnc1C(=O)c1cccc([N+](=O)[O-])c1
  3.5	17	0	-12	4	13	1.4	-2.5	-1	2.1	-27
O=C(c1ccc(F)cc1)N1CCC(C(=O)N2CCN(S(=O)(=O)c3cccc(Cl)c3)CC2)CC1
  -0.7	2	-5	2	-2	9	6.8	-1.4	-7	1.9	-5
CC(=O)Nc1ccc(S(=O)(=O)N2CCN(Cc3cccs3)CC2)cc1
  -1.5	-12	5	0	-1	-1	-1.0	0.1	14	2.1	-4
COc1ccc(C2/C=C\CN(S(=O)(=O)c3ccc(C)cc3)CC(=O)N2Cc2cccc(F)c2)cc1 (stereo not drawn)
  1.2	-2	-6	nt	-3	7	2.0	-1.3	-5	-1.2	-9
O=C(CCc1nnc(CCCc2ccccc2)o1)NC(C1CC1)C1CC1
  -1.1	-15	3	80	-6	20	0.7	-4.3	0	2.5	6
Cc1ccc(S(=O)(=O)c2nc(S(C)(=O)=O)sc2N2CCN(C)CC2)cc1
  -2.6	-3	4	0	1	14	2.7	-2.7	-10	-0.2	9
O=C(CCl)Nc1c2c(nn1-c1ccccc1)CSC2
  -0.5	-9	-3	11	-7	16	0.5	-3.0	-1	-1.5	-10

Exported with tabs: 2 of the compounds above
molecule	Ecoli viability	HTR5A inv ag	PKA-R2B act	Mot1-301 SUMO	Tat export inh	MOR-DOR inv ag	AddAB inh	MOR-DOR ag	PKA-R1A act	phage Ecoli inh	PfHsp90 set2
CCc1c(C)sc(NC(=O)c2cnn3cccnc23)c1C#N	2.9	3	-8	0	-16	15	1.1	-2.8	-5	3.8	-26
CCNC(=O)NC(=O)COC(=O)c1cccc(S(=O)(=O)N2CC3(C)CC2CC(C)(C)C3)c1 (stereo not drawn)	-2.9	-3	-9	-9	18	-54	3.8	8.0	-16	0.2	0

Carrying on.
Values in the order: Ecoli viability	HTR5A inv ag	PKA-R2B act	Mot1-301 SUMO	Tat export inh	MOR-DOR inv ag	AddAB inh	MOR-DOR ag	PKA-R1A act	phage Ecoli inh	PfHsp90 set2
CC(C)CCOc1ccccc1C(N)=O
  0.9	2	17	-13	-6	14	0.1	-2.0	12	2.9	-7
O=C(Cn1nc(-c2ccc(Cl)cc2)c2ccccc2c1=O)NCC1CCCO1 (stereo not drawn)
  0.8	12	1	333*	-6	13	-0.8	-2.4	5	0.8	-10
COc1ccc2c(C(=O)CN3CC(C)OC(C)C3)c[nH]c2c1 (stereo not drawn)
  2.0	19	4	390*	2	2	-0.1	-0.4	-9	1.3	1
COCC(=O)N1CCC(Oc2ccc(C(=O)NCc3cc(C)n(C)n3)cc2)CC1
  nt	-14	-3	107	-5	9	nt	-1.6	-12	-0.4	4
CC(C)CNC(=O)/C=C/C=C/CCCC/C=C/c1ccc2c(c1)OCO2
  0.5	-6	2	-6	7	-5	-1.1	0.9	-8	4.0	-1
CC1CCN(CCCNC(=O)c2ccc(N3CCCC3=O)cc2)CC1
  -0.6	2	-9	1	-4	21	4.0	-4.2	-3	2.3	-25
CC1(C)Cc2c(cnn2-c2ccc(F)cc2)C(NC(=O)C2CCC2)C1 (stereo not drawn)
  0.9	7	0	-1	7	12	3.7	-2.4	-3	1.6	9
Cc1ccc(CNC(=O)CN(C(=O)C2(C)CC(=O)N=C3C=CC=CN32)c2cc(C)ccc2C)cc1 (stereo not drawn)
  0.6	-7	4	199	1	11	0.7	-1.7	13	2.1	2
CCCNC(=O)c1onc(CSc2nc3ccccc3[nH]2)c1C(=O)NCCC
  -1.3	-2	-2	1	-2	7	3.4	-1.2	-1	2.7	19
O=C(CCNC(=O)c1ccc([N+](=O)[O-])cc1)NC1CCCc2ccccc21 (stereo not drawn)
  nt	3	-8	nt	-4	3	nt	-0.4	-9	3.7	nt
O=C(C[n+]1cccc2ccccc21)c1ccc([N+](=O)[O-])cc1
  -0.1	18	-2	-2	8	-33	3.8	6.5	3	1.8	-8
Cc1ccc(C)c(NC(=O)CN(C)C(=O)C2CCCC2)c1
  -0.3	-3	-8	-9	-2	15	1.3	-4.1	1	2.1	-15
CCCc1nc2oc3cc(OC)ccc3c(=O)c2c(=O)n1CCc1ccccc1
  2.3	-1	4	-7	-3	12	2.6	-2.3	-7	2.2	8
CCC(=O)Nc1c(C(=O)N2CCN(c3ccccn3)CC2)cnn1-c1ccc(Cl)cc1
  -3.0	6	0	-18	-14	3	0.3	-0.5	-6	3.0	0
COC(=O)c1ccccc1OS(=O)(=O)N(C)C
  -0.6	-24	12	-2	-5	-24	3.5	3.3	5	3.1	-15
COc1cccc(N2CC(C(=O)NC3CCCCC3)CC2=O)c1 (stereo not drawn)
  -0.9	1	-5	-3	-3	11	3.9	-1.9	-1	2.8	11
CCCCCCCSc1nsc(N)n1
  2.4	11	5	77	6	-6	3.4	1.1	6	2.0	nt
CC(CCc1ccccc1)NC(=O)c1ccc(Br)cc1 (stereo not drawn)
  nt	-11	-8	-17	3	2	nt	-0.3	0	2.2	112*
COc1ccc(O)c(/C=N/NC(=O)CCC(=O)Nc2ccc(F)cc2)c1
  -1.7	-15	-14	17	-4	8	-2.3	-1.7	0	-1.4	19
CCC(C)n1c(=O)c2sccc2n2c(CCCC(=O)N3CCC(C(N)=O)CC3)nnc12 (stereo not drawn)
  -2.3	6	-8	9	25	18	0.4	-3.7	-10	-0.2	-6
CCN(CC)CCCN=C1N[C@@H](c2cccc(F)c2)C(C(=O)OC)=C(C)N1Cc1ccccc1
  -2.2	-14	-4	-37	3	-18	-0.4	3.1	0	1.8	-7

High-throughput results deposited in PubChem by several laboratories.
